# Screening data from PubChem.
# BL2 CD40 inh – CD40 pathway inhibition in BL2 cells; BL2 NF-kB luciferase reporter, CD40L-induced, 4 h; inhibition, % at 10 µM; actives 0.94% (n = 83,000); AID 1053188;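 active = mean inhibition of at least 50% with a set share of replicates also reaching that level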;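 note: 0% = neutral control wells and 100% = IKK inhibitor VII at 50 µM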
# Active calls of the source: *; [ ] = remark or other dose.
BL2 CD40 inh	Structure
10	Cn1cnc(S(=O)(=O)Nc2ccc(OC(F)(F)F)cc2)c1
5	O=C1CCc2cc(S(=O)(=O)Nc3ccccc3)cc3c2N1CCC3
1	O=C(O)c1ccc(NCCC2=CCCCC2)c([N+](=O)[O-])c1
5	O=C(COc1ccccc1CNCc1ccccc1)Nc1ccccc1
-5	C[C@@H]1CN(C2CCN(Cc3nc(C(c4ccccc4)c4ccccc4)no3)CC2)C[C@H](C)O1
-3[25 µM]	O=C(C[C@H]1C[C@H]2c3cc(NC(=O)C4CCOCC4)ccc3O[C@H]2[C@@H](CO)O1)NCc1cccnc1
6	CCOC(=O)c1c(NC(=O)COC(=O)c2c(C)noc2C)sc2c1CCC2
5	O=C(Nc1ccc2c(c1)OCCO2)C1CCN(S(=O)(=O)c2ccccc2)CC1
-2	COc1cc(/C=N/NC(=O)c2cccc(S(=O)(=O)N3CCCC3)c2)ccc1O
-84	Cc1oc(-c2ccc3ccccc3c2)nc1CN(C)C(C)c1ccncn1 (stereo not drawn)
7	COCCN(C(=O)COC(=O)c1cc2c(s1)CCC2)c1c(N)n(Cc2ccccc2)c(=O)[nH]c1=O
-84	Cc1ccc(-c2nc(NCCCN(C)C)c3ccccc3n2)cc1

# Copied from above, 3 compounds:
BL2 CD40 inh	Structure
-84	Cc1oc(-c2ccc3ccccc3c2)nc1CN(C)C(C)c1ccncn1 (stereo not drawn)
7	COCCN(C(=O)COC(=O)c1cc2c(s1)CCC2)c1c(N)n(Cc2ccccc2)c(=O)[nH]c1=O
-84	Cc1ccc(-c2nc(NCCCN(C)C)c3ccccc3n2)cc1

# (next part)
BL2 CD40 inh	Structure
-1	O=S(=O)(c1ccc2nc(SCc3cccc(Cl)c3)[nH]c2c1)N1CCOCC1
0[25 µM]	CO[C@H]1CN(C)C(=O)c2ccc(NS(=O)(=O)c3c(C)noc3C)cc2OC[C@@H](C)NC[C@@H]1C
5	Cc1nc2ncnn2c(C)c1CCC(=O)N1CCN(Cc2ccccc2)CC1
-16	O=[N+]([O-])c1ccccc1OCCCN1CCOCC1
-7	CCCNC(=O)C1CC(=O)N(c2ccc(OCc3ccccc3)cc2)C1 (stereo not drawn)
-113	COc1ccc(C(=O)Cc2cnn(-c3ccccc3)c2)c(O)c1
5	COc1ccc(CCC(=O)NCCS(=O)(=O)N2CCN(c3ccc(F)cc3)CC2)cc1
-28	CCCN1CN(Cc2ccco2)c2nc3ccccc3n2C1
1	Cc1ccc(S(=O)(=O)NCC(=O)OCc2csc(CC(=O)Nc3ccccc3C)n2)cc1C
0[25 µM]	O=S(=O)(c1ccccc1)N1CC2(C1)[C@@H](c1ccccc1)[C@@H](CO)N2CC1CCOCC1
-2	CC(=O)NC[C@H]1[C@@H](c2ccc(C3=CCCCC3)cc2)[C@@H](CO)N1C(=O)NC(C)C
-11	O=C(COc1ccccc1F)Nc1nc(-c2ccccn2)cs1
-9	Cc1cc2cc(CNC(=O)c3ccco3)ccc2n1C
-3	O=C(COC(=O)c1cnc(Cl)c(Cl)c1)NC1CCCCCC1
1	COc1cccc(NC(=O)N2CC(=O)N3[C@H](C2)[C@H](c2ccc(C#CC4CCCC4)cc2)[C@@H]3CO)c1
3	COc1ccc(-c2nnc(N)s2)cc1OC
0[25 µM]	OC[C@H]1[C@@H](c2ccc(Br)cc2)[C@@H]2CNCCCCN12
7[25 µM]	CC(C)C#Cc1ccc([C@@H]2[C@@H](CO)N3C(=O)CN(C(=O)Cc4ccccc4)C[C@H]23)cc1
0	O=C(C1CC1)N1[C@@H]2CNc3ccccc3[C@@H]2[C@@H]1CO
-26	COc1ccc(C(=O)Nc2cccc(OC)c2)cc1
-8	Cc1cc(=O)n2c(-c3ccccc3C)n[nH]c2n1
-1	O=C(O)CCCCc1nc2ccccc2s1
3	c1cc(CNCCCN2CCOCC2)ccn1
-12	O=C1CCC(C(=O)N2CCCCCC2)CN1CCc1ccc(Cl)cc1 (stereo not drawn)
7	O=C1COc2ccc(C(=O)COC(=O)CNC(=O)c3ccco3)cc2N1
1	CC(=O)N1[C@@H](CO)[C@@H](c2ccc(C3=CCCC3)cc2)[C@@H]1CNC(=O)CN(C)C
5	Cc1ccccc1OCCC(=O)OCC(=O)N1CCN(S(=O)(=O)c2ccc(Cl)cc2)CC1
19	Nc1nc(=O)n([C@@H]2CS[C@H](CO)O2)cc1F
4	CCOc1ccc(CC2CC(=O)NC2=O)cc1 (stereo not drawn)
2	Cc1ccc(S(=O)(=O)CS(=O)(=O)c2ccc(C)cc2)cc1
3[25 µM]	Cc1ccc(OC(=O)N(C)C[C@@H]2OCc3ccccc3-c3ccccc3C(=O)N([C@H](C)CO)C[C@@H]2C)cc1
5	COc1cc(C(=O)N/N=C(\Cc2ncc[nH]2)c2ccccc2)cc(OC)c1OC
-6[25 µM]	O=C(C[C@H]1CC[C@H](NC(=O)C2CCOCC2)[C@H](CO)O1)NCC1CCCCC1
17	COCCCNC(=O)CN(c1ccc(Cl)c(Cl)c1)S(C)(=O)=O
2[25 µM]	CCCC#Cc1ccc([C@@H]2[C@@H](CO)N3CCCCN(S(=O)(=O)Cc4ccccc4)C[C@@H]23)cc1
9	O=C(c1cnccn1)N1CC(=O)N2[C@H](CO)[C@@H](c3ccc(C#CC4CCCC4)cc3)[C@H]2C1

# 3 compounds from above, sorted by SMILES length, largest number first.
BL2 CD40 inh	Structure
5	COc1cc(C(=O)N/N=C(\Cc2ncc[nH]2)c2ccccc2)cc(OC)c1OC
7	O=C1COc2ccc(C(=O)COC(=O)CNC(=O)c3ccco3)cc2N1
19	Nc1nc(=O)n([C@@H]2CS[C@H](CO)O2)cc1F

# Later entries:
BL2 CD40 inh	Structure
-4	O=C(CNC(=O)c1ccc(Br)o1)NCC1CCCO1 (stereo not drawn)
28	O=S(=O)(c1ccccc1)N1CCN(c2nnc(-c3ccccc3)c3ccccc23)CC1
-4	Cc1ccc2[nH]c3c(c2c1)CN(C(=O)CN1CC(C)OC(C)C1)CC3 (stereo not drawn)
-3	COc1cc2c(cc1OC)C(c1cccs1)N(C(=O)c1cccnc1)CC2 (stereo not drawn)
-17	O=C(c1ccc(Cn2cc(Br)cn2)cc1)N1CCN(c2ccccc2)CC1
-4	C[C@@H]1CN(C)C(=O)c2cccc(NS(C)(=O)=O)c2O[C@H]1CN(C)S(C)(=O)=O
-36	O=C(NCCc1ccccc1)c1ccc(S(=O)(=O)N2CCCC2)cc1
-9	Cc1nn(CC(=O)N2CCN(C(=O)c3ccco3)CC2)c(C)c1[N+](=O)[O-]
-3[25 µM]	COc1ccccc1N1CCN(CCN2C(=O)c3ccccc3C(C)(C)C2=O)CC1
-4[25 µM]	CC(=O)N1[C@@H]2c3ccc(-c4cccnc4)c(=O)n3C[C@H]1[C@H](CO)[C@H]2C(=O)NC1Cc2ccccc2C1
-3	COc1cc2cc(CN(CCCO)S(=O)(=O)c3ccccc3Cl)c(=O)[nH]c2cc1OC
-67	O=C(COC(=O)c1cccnc1)c1ccc(Cl)cc1

# Given field by field: entries from further up
COc1cc2cc(CN(CCCO)S(=O)(=O)c3ccccc3Cl)c(=O)[nH]c2cc1OC
- BL2 CD40 inh: -3

O=C(COC(=O)c1cccnc1)c1ccc(Cl)cc1
- BL2 CD40 inh: -67

# Next compounds.
BL2 CD40 inh	Structure
-5[25 µM]	COc1cccc(CNC(=O)C[C@@H]2CC[C@@H]3[C@H](COc4ccc(NS(=O)(=O)c5ccccc5F)cc4C(=O)N3C)O2)c1
6	O=C(Cn1nnc2ccccc2c1=O)Nc1cccc(S(=O)(=O)N2CCOCC2)c1
24	COCc1c(C(=O)NCC2COc3ccccc3O2)oc2ccccc12 (stereo not drawn)
15	COc1ccc(C(=O)OCC(=O)Nc2ncc([N+](=O)[O-])s2)cc1OC
1	COc1ccccc1NC(=O)Nc1nc(C(N)Cc2ccccc2)cs1 (stereo not drawn)
4	N#Cc1ccccc1Sc1ccccc1C(=O)N1CCOCC1
-6	C[C@@H]1CN([C@@H](C)CO)C(=O)c2cc(NS(=O)(=O)c3cccs3)ccc2O[C@H]1CN(C)C(=O)NC1CCCCC1
0[25 µM]	COc1ccc2c3c(n(C)c2c1)[C@@H](CO)N(C(=O)CC1CC1)CC31CN(C(=O)NC(C)C)C1
15	COc1cc2c(Cc3ccccc3)cncc2cc1O
6	CN(c1ccccc1)S(=O)(=O)c1cccc(NC(=O)CSc2nnc(C3CC3)n2C)c1
11	O=C(O)CN1C(=O)C2(OCCCO2)c2ccccc21
3	COc1cc(COCC(O)CN2CCCCC2C)cc(OC)c1OC (stereo not drawn)
14	CCOc1ccc(C(=O)OC(C)C(=O)N2CCN(Cc3ccccc3)CC2)cc1 (stereo not drawn)
18	COc1ccccc1S(=O)(=O)N(C)C[C@@H]1OCc2ccccc2-c2c(n(C)c3ccccc23)C(=O)N([C@@H](C)CO)C[C@H]1C
7	CCCC#Cc1ccc([C@H]2[C@@H](CO)N(C(=O)C3CCCC3)[C@H]2C#N)cc1
-8	COc1c(Cl)cc(Cl)cc1CNCCO
2	CCCCn1nc(C(=O)N(CC)CC(=O)Nc2c(F)cccc2F)c2ccccc2c1=O
1	O=C(c1cccnc1)N1CCc2ccccc2C1
2	CCOc1ccc2[nH]c(=O)c(=O)[nH]c2c1
-13	CN1C(=O)c2cccc3c(S(=O)(=O)Nc4ccccn4)ccc1c23
3	COc1cccc(/C=C/C(=O)OCC(=O)Nc2cccc(S(=O)(=O)N3CCOCC3)c2)c1OC
-2	CC(C)(C)c1ccc(OCCC(=O)Nc2ccc(N3CCOCC3)cc2N2CCOCC2)cc1
2	CN(C(=O)COC(=O)C1(C)CC1(Cl)Cl)c1c(N)n(Cc2ccccc2)c(=O)[nH]c1=O (stereo not drawn)
-67	CN(C)c1ccc(-c2nc3cnccn3c2Nc2ccc3c(c2)OCCO3)cc1
18	COc1ccccc1C(O)c1nccn1C (stereo not drawn)
-10[25 µM]	N#C[C@@H]1[C@H](c2ccccc2-c2ccccc2F)[C@@H](CO)N1C(=O)C1CCOCC1
-12	COc1ccc(-c2nn3c(COc4ccccc4)nnc3s2)cc1OC
-9	CCCS(=O)(=O)c1c(S(=O)(=O)CCC)c2ccc(C(C)=O)cn2c1C(=O)OC
-1	O=C(NCCCN1CCCC1=O)C1CCN(S(=O)(=O)c2ccccc2)CC1
-2	Cc1ccc(NC(=O)N(CCCN2CCOCC2)Cc2cccnc2)cc1C
0	CC1CCC2(CC1)NC(=O)N(CC(=O)NC(=O)NC1CCCC1)C2=O (stereo not drawn)
8	Cc1cc(C(=O)Nc2ccccc2N2CCOCC2)c2ccccc2n1
-8[25 µM]	CN1C(=O)c2cc(NS(=O)(=O)CC(F)(F)F)ccc2OC[C@H]2O[C@@H](CC(=O)NCC3CCCCC3)CC[C@@H]21
1	CC(=O)N1c2ccccc2NC(=O)C1(C)C
2	O=C(COC(=O)/C=C/c1ccc([N+](=O)[O-])cc1)NNC(=O)c1ccccc1
-85	Cc1csc(-c2coc3cc(O)cc(C)c3c2=O)n1
-28	Cc1ccc(-c2nn(-c3ccc(F)cc3)cc2C(=O)NCC(c2cccs2)N2CCOCC2)cc1 (stereo not drawn)
23[25 µM]	COc1cccc(S(=O)(=O)N2CCCCN3[C@@H](CO)[C@H](c4ccc(C#CCC(C)C)cc4)[C@@H]3C2)c1
9	Cc1cc(S(=O)(=O)N2CCOCC2)ccc1OCC(=O)NCCN1CCOCC1
10	CCN1CCN(Cc2nc3c(c(=O)[nH]c(=O)n3C)n2Cc2ccccc2Cl)CC1
3	CC1(CN2CCCC2)CCC(NC(=O)C(c2ccccc2)c2ccccc2)C(C)(C)O1 (stereo not drawn)
-10	Cn1nc(C(F)(F)F)c(-c2ccccc2)c1NC(=O)c1cccnc1
-5	C[C@H](CO)N1C[C@H](C)[C@@H](CN(C)S(=O)(=O)c2cccc(F)c2)OCc2ccccc2-c2ccccc2C1=O
7[25 µM]	CCCC(=O)N1C[C@H]2[C@@H](c3ccccc31)[C@@H](CO)N2Cc1cocn1
19	CN1c2ccc(-c3cccc(F)c3)cc2[C@@H]2[C@@H](CCN2C(=O)C2CCCC2)[C@@H]1CO
-11	CC(=O)Nc1ccccc1-c1ccccc1[N+](=O)[O-]
2	O=C(CCNC(=O)C1CCN(S(=O)(=O)c2ccccc2)CC1)Nc1ccccc1
5[25 µM]	COCCNC(=O)C[C@@H]1C[C@@H]2c3cc(NC(=O)CN(C)C)ccc3O[C@@H]2[C@H](CO)O1
5	ON=C1CCC2CCCCC2C1 (stereo not drawn)
3	COc1ccccc1/C=C/CN1CCN(Cc2ccc(F)cc2)C(CCO)C1 (stereo not drawn)
-6[25 µM]	OC[C@H]1[C@@H](c2ccc(-c3ccccc3F)cc2)[C@H]2CN(Cc3cccnc3)CCCCN21
-1[25 µM]	O=C(c1ccccn1)N1CC2(C1)[C@H](c1ccccc1)[C@@H](CO)N2Cc1ccc(F)cc1
-55[25 µM]	N#Cc1cccc(-c2ccc3c(c2)[C@@H]2[C@@H](CCN2C(=O)c2ccncc2)[C@@H](CO)N3)c1
-2	CC(C)CC(N=C1NC(C)(C)Cc2ccccc21)C(=O)O (stereo not drawn)
7	CC(C)(C)C(=O)NCCCNc1ccc([N+](=O)[O-])cc1
39	FC(F)(F)c1nc(N2CCCC2)ncc1-c1nnnn1-c1ccccc1
-14	Cc1sc(N=Nc2ccc(N(C)C)cc2)[n+]([O-])c1C
3	CC1CCC2(CC1)NC(=O)N(CC(=O)NCc1ccc(Cl)cc1)C2=O (stereo not drawn)
5	CC[C@H](C)[C@H](NC(N)=O)C(=O)NCCc1ccc(OC)cc1
0	O=C(CCCN1C(=O)C(c2ccccc2)Oc2cccnc21)NCCc1ccc(Cl)cc1 (stereo not drawn)

# An excerpt of these results, with each value named.
> Cc1sc(N=Nc2ccc(N(C)C)cc2)[n+]([O-])c1C
  BL2 CD40 inh = -14

> CC1CCC2(CC1)NC(=O)N(CC(=O)NCc1ccc(Cl)cc1)C2=O (stereo not drawn)
  BL2 CD40 inh = 3

> CC[C@H](C)[C@H](NC(N)=O)C(=O)NCCc1ccc(OC)cc1
  BL2 CD40 inh = 5

> O=C(CCCN1C(=O)C(c2ccccc2)Oc2cccnc21)NCCc1ccc(Cl)cc1 (stereo not drawn)
  BL2 CD40 inh = 0

# This is a subset (hit frequency here may not be typical).
